# TbREL1 inh: TbREL1 RNA ligase inhibitors, primary screen, biochemical, FRET fluorescence; RNA-editing ligase 1, mitochondrial (Trypanosoma brucei brucei), P86926; TbREL1 RNA ligation; inhibition, % at 9.66 µM; hit rate 0.49% among 89,000;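 active = inhibition above the mean inhibition across all screened compounds plus 3 SD, cut at about 11% in these data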;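 note: 0% = plate median of test wells and 100% = NSC42067 control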
# Target sequence (P86926 whole entry, looked up): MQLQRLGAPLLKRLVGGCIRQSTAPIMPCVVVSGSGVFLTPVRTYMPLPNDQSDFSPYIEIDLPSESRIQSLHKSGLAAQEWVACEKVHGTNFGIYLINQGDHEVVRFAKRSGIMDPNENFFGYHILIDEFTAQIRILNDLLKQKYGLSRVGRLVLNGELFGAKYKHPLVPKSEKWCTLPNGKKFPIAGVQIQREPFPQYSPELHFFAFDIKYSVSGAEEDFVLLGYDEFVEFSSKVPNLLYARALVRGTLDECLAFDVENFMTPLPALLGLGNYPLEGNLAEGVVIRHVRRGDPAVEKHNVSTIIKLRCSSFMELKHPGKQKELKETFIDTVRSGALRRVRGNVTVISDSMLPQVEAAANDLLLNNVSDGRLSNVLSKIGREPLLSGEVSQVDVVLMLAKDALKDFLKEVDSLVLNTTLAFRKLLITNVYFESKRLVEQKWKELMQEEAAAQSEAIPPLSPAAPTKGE
# * = called active by the depositor. The list is partial, so the mix of outcomes need not match the whole.
SMILES,TbREL1 inh
CCCC(=O)OCC(=O)Nc1cc(C(C)(C)C)nn1-c1ccccc1,-2
O=C(Nc1nnc(SCCN2CCOCC2)s1)C1CC(=O)N(c2ccc(F)cc2)C1 (stereo unspecified),-4
CCOC(=O)C1=C(C)Nc2ccccc2N=C1NC(=O)c1oc2ccccc2c1COC,0
COC(=O)c1ccc(-n2nnnc2SC)cc1,6
CCN1C(=O)C(=O)N(CC(=O)Nc2ccccc2Oc2ccccc2)C1=O,5
O=C(c1ccc(S(=O)(=O)N2CCCC2)cc1)N1CCCc2ccccc21,1
CCO[C@H]1c2c(ccc3ccc(=O)oc23)OC(C)(C)[C@H]1O,0
CC12CCC(=O)N1C(C(=O)NNC(=O)COc1cccc(C(F)(F)F)c1)CS2 (stereo unspecified),1
CCC1(c2ccccc2)SC(=O)NC1=O (stereo unspecified),6
CNS(=O)(=O)c1cccc(C(=O)OCC(=O)Nc2cc(F)ccc2F)c1,1
CCSc1nc2nc(C)cc(C)n2n1,0
COc1ccc(C(=O)N/C(=C/c2cccc3ccccc23)C(=O)NCCc2c[nH]c3ccccc23)cc1OC,-1
CC(C)(C)OC(=O)N(CCc1ccccc1)Cc1ccc(OCc2cccc(NC(=O)c3ccccc3)c2)cc1,4
CCc1ccccc1NC(=S)N(CCCN1CCOCC1)Cc1cccs1,-5
C=CCSc1nnc(-c2ccccc2N=Cc2c(C)[nH]n(-c3ccccc3)c2=O)c(=O)[nH]1,-1

# Another view of part of the listing above.
Compound | TbREL1 inh
CCCC(=O)OCC(=O)Nc1cc(C(C)(C)C)nn1-c1ccccc1 | -2
O=C(Nc1nnc(SCCN2CCOCC2)s1)C1CC(=O)N(c2ccc(F)cc2)C1 (stereo unspecified) | -4
CCOC(=O)C1=C(C)Nc2ccccc2N=C1NC(=O)c1oc2ccccc2c1COC | 0
COC(=O)c1ccc(-n2nnnc2SC)cc1 | 6
CCN1C(=O)C(=O)N(CC(=O)Nc2ccccc2Oc2ccccc2)C1=O | 5

# Continued:
SMILES,TbREL1 inh
Cc1cc(N2CCCCCC2)n2nc(C)c(-c3ccccc3)c2n1,-6
CCN(CC)S(=O)(=O)c1ccc(N2CCOCC2)c(NC(=O)CC23CC4CC(CC(Br)(C4)C2)C3)c1,-3
Cc1cc(C#N)c(C)c(SCc2[nH]nc3c2C(c2ccccc2)C(C#N)=C(N)O3)n1 (stereo unspecified),-3
O=C1C=C(c2ccc3[nH]ccc3c2)C[C@@H](c2ccc(Cl)cc2)C1,-1
CC(=O)c1ccc(OCCCC(=O)NC2CCC(C)CC2)cc1 (stereo unspecified),2
CCOc1ccc2nc(N3CCCN(C(=O)Nc4ccccc4C)CC3)c(C#N)cc2c1,6
Cc1cc(CNC(=O)C2(C(F)(F)F)C/C(=C\Cc3ccccc3)CCCO2)nn1C (stereo unspecified),-2
CCC1=Nc2cc(C(=O)NCc3ccco3)ccc2Sc2ccc(Cl)cc21,2
O=C(CCC1CCCCC1)NCc1cccs1,0
COCCNc1ncnc2c1cnn2-c1ccc(Cl)cc1,1
C[C@@H]1CCCCO[C@@H](CN(C)S(=O)(=O)c2cccs2)[C@@H](C)CN([C@H](C)CO)C(=O)c2cc(NS(=O)(=O)c3ccccc3)ccc2O1,4
Cc1ccc(OCC(O)CN2CCN(CC(O)COC(C)C)CC2)c(C(C)(C)C)c1 (stereo unspecified),-3
COc1cc(C(=O)Nc2sc3c(c2C(=O)NCc2ccco2)CCCC3)cc(OC)c1OC,-4
CC(=O)NS(=O)(=O)c1ccc(NC(=O)/C=C/c2ccco2)cc1,15*
O=C(Cc1ccc(Br)cc1)Nc1cccc(Cl)c1,0
O=C(OCC#CCSc1nnc(-c2cccc3ccccc23)o1)c1sccc1Cl,-3
O=C(c1ccc(Br)o1)N1CCN(c2ccc3nnc(-c4ccc(F)cc4)n3n2)CC1,-1
CSC1=N/C(=C\c2ccccc2F)C(=O)S1,2
Cc1cc2nnc(SCC(=O)NC3CCCCC3)n2c(N)n1,4
CCN(CC(=O)Nc1ccc(NC(C)=O)cc1)C(=O)c1cccc2ccccc12,1
Cc1cc(C)nc(N/N=C/c2ccccc2OCc2ccccc2)n1,0
CC(C)(C)NS(=O)(=O)c1ccc(OCC(=O)NCCC2=CCCCC2)cc1,5
CC(=O)Nc1cn(-c2ccccc2)nc1-c1ccccc1,4
Cc1cc(CNC(=O)C2CCC(=O)N(CCc3ccc(Cl)cc3)C2)no1 (stereo unspecified),-3
COc1nc(NCCN2CCOCC2)nc(Nc2ccc([N+](=O)[O-])cc2)n1,-2
COc1cccc(CNC(=O)N2CCN(S(=O)(=O)c3ccc(Cl)cc3)CC2)c1,0
CCN(CC)S(=O)(=O)c1ccc(O)c(C(=O)OCC(=O)N2CCCC2)c1,1
COc1ccc(C(=O)C2CCN(CC(=O)Nc3ccc(OC)cc3OC)CC2)cc1,0
CN(C)CCCNc1ncnc2sc(-c3ccccc3)cc12,14*
Oc1ccc(-c2cn3c(n2)SCC3)cc1O,17*

# Exported as labelled records: entries from further up
> O=C(OCC#CCSc1nnc(-c2cccc3ccccc23)o1)c1sccc1Cl
  TbREL1 inh: -3
> O=C(c1ccc(Br)o1)N1CCN(c2ccc3nnc(-c4ccc(F)cc4)n3n2)CC1
  TbREL1 inh: -1
> CSC1=N/C(=C\c2ccccc2F)C(=O)S1
  TbREL1 inh: 2
> Cc1cc2nnc(SCC(=O)NC3CCCCC3)n2c(N)n1
  TbREL1 inh: 4

# Continuation.
SMILES,TbREL1 inh
CCOc1ccc(C=O)cc1CN1CCCCC1,-3
O=c1c(Br)c(N2CCOCC2)cnn1-c1ccccc1,2
CN(C)CCN1C(=O)C(O)=C(C(=O)c2cc3ccccc3o2)C1c1ccc(N(C)C)cc1 (stereo unspecified),-5
Cc1ccc(S(=O)(=O)N2CC=C(C(=O)NCc3ccc(F)cc3)CC2)cc1,-1
O=C(CSc1ccccc1C(=O)O)NC12CC3CC(CC(C3)C1)C2,3
COc1ccc(OC)c(NC(=O)CSc2nnc(-c3cccnc3)s2)c1,8
COc1ccc(C2(C(=O)Nc3ccc(C(=O)N4CCOCC4)cc3)CCOCC2)cc1,2
C=CCn1c(SCC(=O)Nc2ccccc2-c2ccccc2)nnc1-c1ccccc1,-2
O=C(CSc1nnc(-c2cccc(Cl)c2)n1Cc1ccco1)Nc1ccc2c(c1)OCO2,2
Cc1cc(C)nc(NC(=O)Nc2ccc(F)cc2F)n1,3
COCCNC(=S)N1CCC(C(=O)c2ccc(F)cc2)CC1,-6
N=c1nc(SCCC(=O)O)ss1,1
CCS(=O)(=O)c1ccc2oc(SCC(=O)NCCC3=CCCCC3)nc2c1,0
Cc1nc2ccccc2n1C(=O)c1ccc(Cl)cc1[N+](=O)[O-],1
O=C(N/N=C/c1cccc([N+](=O)[O-])c1)c1ccc2nc[nH]c2c1,0
Cc1ccccc1OCC(=O)NNC(=O)Nc1ccccc1,-6
Cc1ccc(NC(=O)COC(=O)c2ccccc2Cl)cc1S(=O)(=O)N(C)C,1
C=CCNC(=O)CN(C(=O)Cc1ccc(Cl)nc1)c1cccc(Br)c1,0
Cc1ccc(S(=O)(=O)N2CCCC2CNC(=O)C(=O)NC2CCCC2)cc1 (stereo unspecified),0
COC(=O)CCSc1nccn1Cc1ccccc1,-5
COC(=O)c1ccc(NC(=O)c2ccc(NC(=O)C3CCCO3)cc2)cc1 (stereo unspecified),0
O=C(OCc1cncs1)c1ccccc1Cl,6
O=C(NC1CCCCN(Cc2ccc(Cl)cc2)C1=O)c1ccc(F)c(F)c1 (stereo unspecified),6
CC(=O)Nc1cc(-c2cccc(C(=O)N(C)C)c2)cn2c(-c3cccc(C(=O)N(C)C)c3)cnc12,0
CCOC(=O)CNC(=O)c1cnn2cccnc12,0
O=C1c2ccccc2NC(c2ccccc2Br)N1CCCN1CCOCC1 (stereo unspecified),4
O=C(NCCN1C(=O)C2C3C=CC(C3)C2C1=O)c1cc(F)cc(F)c1 (stereo unspecified),0
Cc1ccc(S(=O)(=O)N2CCN(C(=O)C(C)Cn3cncn3)CC2)cc1 (stereo unspecified),-1
COC(=O)CSc1nc(C(C)C)nc2ccccc12,0
O=C(/C=C(\Nc1ccccc1)c1ccccc1)c1ccccc1,2
Cc1cc2cc3c(cc2n2c(SCC(=O)Nc4nc(-c5ccccc5)cs4)nnc12)OCO3,7
COc1ccccc1CNC(=O)C1CCN(S(C)(=O)=O)CC1,3
O=C(c1cc2ccccc2o1)N(Cc1ccco1)Cc1cccs1,0
Cc1cc(C)nc(Sc2nc(C)nc3c2oc2ccccc23)n1,-4
Cc1ccc(C)c(N2C(=O)C3C4C=CC(CC4)C3C2=O)c1 (stereo unspecified),0
CCCCNC(=O)C1c2cc(OC)c(OC)cc2C(=O)N(C)C1c1ccc(OC)cc1 (stereo unspecified),1
COc1ccc(NC(=O)CSc2nc3c(c(=O)[nH]2)CCC3)cc1OC,-1
COc1ccc(NC(=O)CSc2nnc(-c3ccccn3)n2N)cc1,-1
CCOC(=O)c1cn(Cc2ccc(Br)cc2)nn1,2
Clc1ccc(CSc2ncn(-c3ccccc3)n2)cc1,7
Cc1ccc(-c2cc(C(F)F)nc(NCc3cccs3)n2)cc1,3
CC(C)NC(=O)CSc1nnc(C2CC2)n1-c1ccccc1,7
Cc1ccc(OCCCC(=O)N(C)CC(=O)Nc2ccccc2Br)cc1,-2
CCOC(=O)c1cncc(NC(=O)c2ccccc2)c1,-7
CCN1C(=O)[C@H]2[C@@H](c3ccc(-c4cccc(Cl)c4)cc3)N[C@@](CC(C)C)(C(=O)OC)[C@H]2C1=O,-1
CC(C)=CCC/C(C)=C/Cc1c(O)ccc(C(=O)/C=C/c2ccc(O)cc2)c1O,1
CCOc1ccccc1CN1CCN(S(=O)(=O)CC)CC1,5
CC1(CCc2ccccc2)NC(=O)N(Cc2cc([N+](=O)[O-])cc3c2OCOC3)C1=O (stereo unspecified),3
COc1ccccc1C1(O)CC2CCC(C1)N2S(=O)(=O)c1ccc(C(C)=O)cc1 (stereo unspecified),1
O=C(NCc1ccccc1)C1=C[C@@H](C2CCCCC2)C[C@@H](OCCCCO)O1,-2
COC(=O)c1ccc(/C=N/OCC(=O)NCCc2ccc(OC)c(OC)c2)cc1,-2
CCOC(=O)c1ccccc1NC(=O)COC(=O)C(CC(C)C)NC(N)=O (stereo unspecified),-2
CCOc1ccc(N(CC(=O)NC2CCCC2)C(=O)CCC(=O)Nc2nc(C)cs2)cc1,-3
CC(C)C(OC(=O)c1cc2c(s1)CCCCC2)C(=O)NC(N)=O (stereo unspecified),6
Cn1c(=O)n(CCc2ccccc2)c(=O)c2c1nc1n2CCCN1CCc1ccccc1,-1
Cc1cc(NCc2ccccc2)n2ncc(-c3ccccc3)c2n1,1
O=C(c1ccccc1)c1ccc(O)cc1O,3
CN(C)S(=O)(=O)c1cc(NC(=O)COC(=O)/C=C/c2ccco2)ccc1Cl,1
CC1CC(NC(=O)/C=C/C(=O)O)CC(C)(C)C1 (stereo unspecified),4
Cc1c(OCc2ccc([N+](=O)[O-])cc2)ccc2c3c(c(=O)oc12)CCC3,-1

# More entries
SMILES,TbREL1 inh
N=C1C(c2ccc(Br)cc2)=C(O)C2CCc3ccccc3N12 (stereo unspecified),-5
O=C(CN1C(=O)NC2(CCCC2)C1=O)OCc1cccc(Br)c1,2
CCOC(=O)c1ccc(N2C(=O)CC(Nc3ccc(CCO)cc3)C2=O)cc1 (stereo unspecified),3
O=C(CSc1ncn[nH]1)NCCCc1ccccc1,4
CC1Cc2ccccc2N1Cc1nc2scc(-c3cccs3)c2c(=O)[nH]1 (stereo unspecified),4
COC(=O)/C=C1/SC(=NC(=O)c2ccc(F)cc2)NC1=O,1
Cc1ccccc1C(C(=O)NC1CCCCC1)N(C(=O)c1ccccn1)c1cccnc1 (stereo unspecified),-7
Cc1ccc(N2CC(C(=O)NCCN3CCOCC3)CC2=O)cc1C (stereo unspecified),0
Clc1ccc2nc(CSc3nnc4ccccn34)cn2c1,-1
OCCC1CN(Cc2cccn2-c2nccs2)CCN1Cc1ccccc1 (stereo unspecified),-2
O=C(NCc1ccccc1F)C1CCN(C(=O)NCc2ccccc2)CC1,-1
COc1ccc(N2CCN(C(=O)CNC(=O)c3nn(-c4ccc(OC)cc4)c(=O)c4ccccc34)CC2)cc1,-10
COc1ccc(S(=O)(=O)N2CCCCCC2)cc1C(=O)OCC(=O)NC1CCS(=O)(=O)C1 (stereo unspecified),-1
CC(=O)c1c(C)[nH]c(C(=O)CN2C(=O)NC(CCc3ccccc3)C2=O)c1C (stereo unspecified),3
O=C(NCC1CCCN(Cc2cccc(OCCO)c2)C1)c1ccc(F)cc1 (stereo unspecified),0

# 7 compounds from above, arranged by length of the SMILES, low to high:
SMILES,TbREL1 inh
O=C(CSc1ncn[nH]1)NCCCc1ccccc1,4
OCCC1CN(Cc2cccn2-c2nccs2)CCN1Cc1ccccc1 (stereo unspecified),-2
COC(=O)/C=C1/SC(=NC(=O)c2ccc(F)cc2)NC1=O,1
O=C(CN1C(=O)NC2(CCCC2)C1=O)OCc1cccc(Br)c1,2
O=C(NCC1CCCN(Cc2cccc(OCCO)c2)C1)c1ccc(F)cc1 (stereo unspecified),0
CC(=O)c1c(C)[nH]c(C(=O)CN2C(=O)NC(CCc3ccccc3)C2=O)c1C (stereo unspecified),3
COc1ccc(S(=O)(=O)N2CCCCCC2)cc1C(=O)OCC(=O)NC1CCS(=O)(=O)C1 (stereo unspecified),-1

# Remaining list, next part
SMILES,TbREL1 inh
N#Cc1c(-c2ccc(F)cc2)ccnc1N1CCOCC1,-1
O=C(CCC(=O)N1CCN(c2ccccc2F)CC1)N1CCN(c2ccc(F)cc2)CC1,-1
COc1ccccc1NC(=S)N(Cc1ccccc1)Cc1ccccn1,-2
Cc1c(NC(=O)COc2cccc(F)c2)c(=O)n(-c2ccccc2)n1C,6
Cn1cc(Cl)c(C(=O)N/N=C/c2ccc(OS(=O)(=O)c3ccccc3)cc2)n1,-1
COc1ccc(C2c3ccc(O)cc3Oc3ncn(CCN4CCOCC4)c(=N)c32)cc1 (stereo unspecified),1
CCc1ccc(C(=O)COC(=O)CNC(=O)c2ccc(N3C(=O)c4ccccc4C3=O)cc2)cc1,0
O=C(CN1CCN(Cc2ccccc2)C1=O)NCCCN1CCOCC1,-1
COc1cc(OC)c2ccc(=O)oc2c1C(CCN1CCN(c2ccccc2)CC1)c1ccc2c(c1)OCO2 (stereo unspecified),-2
